Thrombin inh = blocks human thrombin protease activity | inhibition, % at 5 µM | P00734 | actives 0.26% (n = 220,000) | alpha-thrombin, Boc-VPR-AMC fluorogenic substrate cleavage;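 active = inhibition at or above 40%; inactive = inhibition below 40%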;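 note: 0% = enzyme with no compound and 100% = wells without enzyme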
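Material: Human alpha-thrombin protein | Buffer or medium: pH 7.5 Tris-saline with Tween 20 | Reagent: Boc-VPR-AMC substrate, 15 µM final | Schedule: Reaction at ambient temperature | Detection: AMC fluorescence at 355 nm excitation and 460 nm emission | Evaluation: Percent inhibition scaled between no-compound controls and no-enzyme blanks | Controls: no-compound enzyme wells and no-enzyme blanks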
Cl transport mod = modulates chloride dependent transport by human KCC2; KCC2 cells, thallium flux FluoZin-2 fluorescence; actives 2.2% (n = 190,000); Q9H2X9; B-score of Tl+ flux slope (higher = more flux/activation; lower = inhibition) at 10 µM;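 active = thallium flux slope and its plate-corrected score both differing from the plate sample mean at a set confidence after two filtering rounds, in either direction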;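 note: slope of fluorescence scaled to starting intensity during 10 to 20 s after thallium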
TbHK1 inh = T. brucei hexokinase 1 inhibition; inhibition, % at 10 µM; AID 1430; actives 0.11% (n = 220,000); recombinant TbHK1, G6PDH-coupled NADH A340;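 active = inhibition of 50% or more in the single-dose primary screen; inactive = inhibition below 50%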
TRPN1 ag = agonists of zebrafish TRPN1 channel. HEK293 zebrafish TRPN1-YFP, Fluo-8 calcium fluorescence; 100% = response to 87 µM carbachol. actives 0.18% (n = 220,000). activation, % at 3 µM;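 active = activation above its plate's cutoff, the mean activation of test wells on that plate plus 3 SD, cut at about 19% in these data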;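 note: 0% = DMSO alone and 100% = 87 µM carbachol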
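System: zebrafish TRPN1-YFP in HEK293 cells / Dosing: 3 µM single point / Timing: dye loading 1 h at 37 °C, then 30 min room temperature / Signal: Fluo-8 calcium fluorescence, excitation 470-495 nm, emission 515-575 nm / Read-out basis: percent activation from peak over basal fluorescence ratio, control-normalized / Control set: high carbachol 87 µM, low DMSO alone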
PPC-1+TRAIL kill = kills PPC-1 cancer cells in the presence of TRAIL; PPC-1 cells + TRAIL, ATPLite viability luminescence; cell killing (% activity), % at 4 µM; actives 0.41% (n = 220,000); AID 1443;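 active = cell killing above 50% in the first pass at 4 µM, then a duplicate retest at 5 µM averaging 50% or more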;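 note: plate controls were cells with TRAIL plus DMSO for no effect and medium-only wells lacking cells for full effect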
Calpain2 inh = inhibitors of pig calpain II. inhibition, % at 16 µM. actives 0.37% (n = 220,000). AID 1236. purified calpain II, fluorogenic peptide substrate, 30 min;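 active = inhibition above about 50%, limit read from the data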
TRPML3 ag = agonists of human TRPML3 channel. HEK293 TRPML3-YFP, Fluo-8 calcium fluorescence; 100% = the carbachol control signal. actives 0.29% (n = 220,000). Q8TDD5. AID 1448. activation, % at 3 µM;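 active = activation above its plate's cutoff, the mean activation of the plate's test wells plus 3 SD, cut at about 12% in these data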;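 note: 0% = DMSO only wells and 100% = carbachol wells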
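Material: HEK293 cells stably carrying human TRPML3-YFP; compound dosing: single dose, 3 µM final nominal compound, 0.3% DMSO final; incubation: 1-h 37 °C dye load, 5-s basal, 120-s post-compound reads; technique: Fluo-8 intracellular calcium fluorescence, excitation 470-495 nm, emission 515-575 nm; read-out basis: percent activation from peak-to-basal fluorescence ratio, scaled between DMSO and carbachol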
Furin inhibitor = blocks human furin protease activity. P09958. purified furin, fluorogenic substrate cleavage. inhibition, % at 30 µM. actives 0.061% (n = 220,000); in the data active = inhibition above about 25%; note: inactives centre near -15
Target sequence (P09958 108-714 limits assumed): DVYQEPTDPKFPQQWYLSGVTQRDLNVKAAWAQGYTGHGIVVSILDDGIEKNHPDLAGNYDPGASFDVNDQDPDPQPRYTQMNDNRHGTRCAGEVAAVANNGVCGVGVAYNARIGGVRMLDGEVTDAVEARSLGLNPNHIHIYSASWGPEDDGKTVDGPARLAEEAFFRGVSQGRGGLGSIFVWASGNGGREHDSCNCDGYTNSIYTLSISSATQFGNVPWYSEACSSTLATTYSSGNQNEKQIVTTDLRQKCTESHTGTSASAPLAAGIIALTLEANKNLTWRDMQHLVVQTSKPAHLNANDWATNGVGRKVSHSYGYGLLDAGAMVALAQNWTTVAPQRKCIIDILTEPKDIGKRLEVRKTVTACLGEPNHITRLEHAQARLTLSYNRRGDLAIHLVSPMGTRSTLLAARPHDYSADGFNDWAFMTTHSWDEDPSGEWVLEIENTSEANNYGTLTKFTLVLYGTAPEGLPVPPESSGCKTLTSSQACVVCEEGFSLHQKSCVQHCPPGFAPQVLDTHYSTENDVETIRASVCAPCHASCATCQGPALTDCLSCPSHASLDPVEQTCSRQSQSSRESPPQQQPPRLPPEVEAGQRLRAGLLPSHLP
EBV gp42 block = EBV gp42 inhibition | Q1HVG2 | Fluorescence polarization binding assay, mP read-out | inhibition, % (tested at 21.74 µM) | actives 0.42% (n = 220,000) | AID 1085; in the data active = inhibition above about 50%
Target sequence (Q1HVG2 whole entry, looked up): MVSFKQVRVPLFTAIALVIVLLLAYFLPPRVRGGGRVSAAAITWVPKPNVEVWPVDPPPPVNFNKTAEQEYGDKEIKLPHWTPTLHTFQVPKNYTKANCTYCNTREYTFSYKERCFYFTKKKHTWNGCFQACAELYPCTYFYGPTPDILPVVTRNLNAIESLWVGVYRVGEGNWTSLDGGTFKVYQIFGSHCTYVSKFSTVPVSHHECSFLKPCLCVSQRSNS
The depositor's hits bear a star; / = no result given; & = joins results of further samples; [ ] = another dose, or the depositor's remark.

SMILES | Thrombin inh | Cl transport mod | TbHK1 inh | TRPN1 ag | PPC-1+TRAIL kill | Calpain2 inh | TRPML3 ag | Furin inhibitor | EBV gp42 block
CSc1ncc(Cl)c(C(=O)Nc2ccc(NC(C)=O)cc2)n1 | -1 | 1.7 | -7 | 1.3 | -2 | 6 | 0.9 | -11 | -9
CCNC(=O)NC(=O)C(C)Sc1ncc(C(F)(F)F)cc1Cl (stereo not drawn) | 3 | -0.81 | -2 | -2.5 | 21 | 12 | -0.2 | -15 | -10
CCN(Cc1ccccc1)C(=O)CC1Oc2ccccc2NC1=O (stereo not drawn) | 4 | / | -1 | -0.9 | 11 | 0 | -0.4 | -29 | 3
CC1CCN(C(=O)CN2C(=O)C(=O)c3ccccc32)CC1 | -12 | / | 0 | 1.4 | 9 | 2 | 0.5 | -37 | 3
Fc1ccc(SCCc2ccccn2)cc1 | -2&23 | 0&0.33 | 1&1 | 0.7&-0.7 | 4&26 | 2&14 | 0.5&-0.7 | -20&-4 | -4&-8
O=C(/C=C/c1ccc(F)cc1)Nc1nc2ccccc2[nH]1 | -9 | -0.087 | -12 | 0.3 | 8 | 1 | 0.8 | -16 | -10
CCCN1C(=O)/C(=C/C=C2\N(CC)c3ccccc3C2(C)C)SC1=S | 1 | -0.31 | -1 | 7.2 | -24 | -15 | 4.2 | 1[20 µM] | 127*
Cc1ccc(NC(=O)CN(C)C(=S)NC2CC2)cc1 | 1 | -0.58 | -4 | 0.7 | 17 | -19 | 1.6 | -18 | -2
COc1cccc(/C=C(\CC(=O)O)c2nc3ccccc3s2)c1 | 1 | 0.51 | -20 | 1.6 | 18 | -10 | 0.0 | -6 | -11
CCCCOc1ccc(NC2=NC3(CCCC3)N=C(N)N2)cc1 | -4 | -1 | 14 | 1.3 | 24 | -23 | 0.5 | -16[20 µM] | -15
CC(C)(C)NC(=O)C(c1ccncc1)N(C(=O)c1csnn1)C1CC1 (stereo not drawn) | 1 | 1.3 | -3 | -0.2 | 7 | 22 | 0.2 | -11 | -13
COC(C[C@H]1O[C@H]1[C@@H](O)[C@H](C)OCc1ccccc1)OC | -2 | -0.56 | -3 | / | 0 | -19 | / | -32 | -14
O=C(CCCn1c(=O)oc2ccccc21)N1CCN(c2ccc(F)cc2)CC1 | 0 | -1.5 | -11 | 2.4 | 25 | -1 | 0.8 | -17 | -17
Cn1cc(Cl)c(C(=O)N/N=C/c2ccc(OS(=O)(=O)c3ccccc3)cc2)n1 | -1 | -2.1 | 6 | 2.9 | -10 | -4 | 1.1 | -21[20 µM] | -12
C=CCN1C(=O)/C(=C/c2ccc(OC)cc2)S/C1=N/c1nccs1 | -9 | 0.88 | -9 | 1.7 | 7 | -13 | 0.9 | -15 | -28
Cc1ccccc1OCC(=O)N/N=C/c1cn(Cc2ccccc2)c2ccccc12 | 2 | 0.2 | -9 | 1.3 | 16 | -21 | 0.5 | -21 | -18
COc1ccc(/C=C/C(=O)NC(=S)Nc2cc([N+](=O)[O-])ccc2O)cc1OC | 4 | 0.58 | -22 | -0.6 | -2 | -38 | 0.3 | -14 | 17
COc1cccc(C(=O)NCC(=O)N/N=C/c2ccc(OC(=O)c3cccs3)c(OC)c2)c1 | -7 | -0.62 | -3 | -2.4 | 5 | 17 | -0.7 | -16 | -6
COc1ccc(CNc2nc(SCc3cc(=O)n4cc(Cl)ccc4n3)nc3ccccc23)cc1 | 9 | 0.0064 | -12 | 0.0 | -21 | -104 | 0.2 | -1 | -16
COC(=O)N1CCN(CCc2ccccc2)CC1 | -1 | -1.1 | -6 | 0.4 | 11 | -23 | 1.0 | -20 | 1
COc1cc(C2CC(=O)Oc3c(C(CCN4CCCC(C)C4)c4ccc(N(C)C)cc4)c(OC)cc(OC)c32)cc(OC)c1OC (stereo not drawn) | -1 | 0.025 | 0 | / | 9 | -30 | / | -34 | -12
CC(C)OP(=O)(OC(C)C)C(Nc1ccccc1)c1ccccc1C(F)(F)F (stereo not drawn) | 30 | -0.84 | 32 | -1.8 | 13 | 29 | -0.7 | 10 | 3
CCOC(=O)c1c(C)[nH]c(C)c1C(=O)COc1ncnc2ccccc12 | 22 | 0.86 | 12 | -0.3 | -11 | 3 | 0.6 | 5 | 3
O=c1cc(CSc2ccccn2)c2ccccc2[nH]1 | -3 | -0.09 | -1 | -1.0 | 3 | 32 | 0.8 | -10[20 µM] | 4
Cc1cc(Br)cc(C)c1OCCCCN(C)C | -10 | -0.58 | 10 | 3.3 | 25 | -10 | 1.3 | -20 | 5

Among those listed so far, these have two or more sulfur atoms:
SMILES | Thrombin inh | Cl transport mod | TbHK1 inh | TRPN1 ag | PPC-1+TRAIL kill | Calpain2 inh | TRPML3 ag | Furin inhibitor | EBV gp42 block
CCCN1C(=O)/C(=C/C=C2\N(CC)c3ccccc3C2(C)C)SC1=S | 1 | -0.31 | -1 | 7.2 | -24 | -15 | 4.2 | 1[20 µM] | 127*
C=CCN1C(=O)/C(=C/c2ccc(OC)cc2)S/C1=N/c1nccs1 | -9 | 0.88 | -9 | 1.7 | 7 | -13 | 0.9 | -15 | -28

Following part.
SMILES | Thrombin inh | Cl transport mod | TbHK1 inh | TRPN1 ag | PPC-1+TRAIL kill | Calpain2 inh | TRPML3 ag | Furin inhibitor | EBV gp42 block
COc1ccc2nc(SCC(=O)Nc3ccccc3OC)[nH]c2c1 | 4 | -0.93 | -1 | -2.9 | -2 | 4 | -0.5 | -5 | -12
CCc1cc2ccc(C)cc2nc1SCC(=O)Nc1c[nH]c(=O)[nH]c1=O | -11 | 0.57 | -13 | -0.1 | 30 | 13 | 0.5 | -9 | -4
O=C(NC1(C(F)(F)F)C(=O)Nc2c1c(=O)[nH]c(=O)n2Cc1ccccc1)c1ccc(Cl)cc1Cl (stereo not drawn) | 2 | / | -5 | 0.3 | 8 | -26 | -0.2 | -10[20 µM] | -2
CCOc1ccc(C(=O)N2CCSC2=S)cc1 | 7 | -1.4 | 1 | -0.7 | 23 | -20 | 0.1 | -17[20 µM] | -12
COC(=O)CC1C(=O)NCCN1C(=O)CSc1nc2ccccc2s1 (stereo not drawn) | -4 | 1.9 | -3 | 0.2 | 8 | -17 | 0.7 | -32 | -10
C=CCNC(=O)CC(=O)N/N=C/c1cccs1 | -3 | -0.53 | -2 | 2.5 | 2 | 6 | -0.9 | -27 | -16
CC(OC(=O)CCc1nc2ccccc2c(=O)[nH]1)C(=O)NCc1ccc2c(c1)OCO2 (stereo not drawn) | 2 | 0.2 | 3 | 0.1 | / | -27 | -1.0 | -24 | -11
CCCCn1c(SCC(=O)N2CC(=O)Nc3ccccc32)nnc1-c1ccoc1C | 2 | 1.5 | 2 | 0.5 | -3 | -25 | 0.1 | -5[20 µM] | -9
CCC(=O)Nc1ccc2c(c1)OCCO2 | 3 | 1.8 | 2 | 2.2 | 5 | -13 | 1.2 | -7[20 µM] | -22
Cc1cccc(-n2c(=S)[nH]c3c(oc4ccccc43)c2=O)c1 | 11 | 0.19 | 23 | 0.0 | 16 | 25 | 0.4 | 3 | 5
Nc1c(-c2nn[nH]n2)cnn1-c1cc(Cl)cc(Cl)c1 | -2 | 0.2 | -6 | 0.2 | -8 | -4 | 0.7 | -16 | -2
Cc1cc(Nc2ncc(Cl)cc2Cl)n(-c2ccccn2)n1 | -3 | 0.41 | -7 | 1.9 | 22 | 20 | 1.1 | 6 | -8
Cc1nc(NCCc2ccccc2)c(C#N)c(C)c1[N+](=O)[O-] | -6 | 0.025 | -4 | 3.2 | 21 | 0 | -0.3 | -16 | -9
Cn1c(CC(=O)Nc2ccccc2)c(Sc2ccccc2)c2ccccc21 | -6 | 0.036 | -3 | -0.5 | 24 | -11 | -0.2 | -26 | -5
CC(C)(C)c1ccc(S(=O)(=O)N2CCC(c3nc4ccc(Cl)cc4[nH]3)CC2)cc1 | -2 | -0.86 | 6 | -1.2 | 2 | -15 | -0.1 | -11[20 µM] | -1
C/C=C\C(=O)Nc1cccc(C2=NOC3(C2)C[C@@H](C(N)=O)N(C(=O)c2ccc(OC)cc2)C3)c1 (stereo partly drawn) | -1 | -0.71 | -18 | / | 16 | -18 | / | -29 | -16
CC(CCc1ccccc1)NC(=O)c1ccc(NC(=O)c2ccccc2)cc1 (stereo not drawn) | -7 | -0.015 | 0 | 1.9 | -13 | 33 | 0.6 | -15 | -10
Cc1ccc(C(=O)Nc2cccc(C(F)(F)F)c2)cc1NC(=O)c1nccn1C | -6 | 0.67 | -11 | / | 5 | -171 | / | -18 | -19
CCn1c(-c2ccccc2)c(C(=O)CC#N)c2ccccc21 | -3 | -1.7 | -4 | 0.1 | -20 | -9 | 1.4 | -19 | -1
NC(=O)N/N=C(/CCCCCC/C(=N\NC(N)=O)c1ccccc1)c1ccccc1 | -9 | -1.1 | -12 | -1.9 | 25 | 39 | -0.7 | -13 | 2
O=C(c1ccncc1)N1C2C=CC(C2)C1(C(F)(F)F)C(F)(F)F (stereo not drawn) | -6 | / | 40 | -0.2 | 22 | -5 | 0.3 | -8 | -27
COc1cc(OC)cc(-c2cc3nc(C4CCN(C(=O)OC(C)(C)C)CC4)cc(=O)n3[nH]2)c1 | -6 | -0.14 | -10 | -1.0 | 8 | -55 | 0.2 | 2[20 µM] | -16
COc1cc(NC(=O)CSc2ccccc2)c(C(=O)O)cc1OC | -8 | -0.14 | 3 | 1.5 | 32 | 1 | 0.3 | -19 | -10
Cc1c(NS(=O)(=O)c2ccc3c(c2)n(C)c(=O)n3C)c(=O)n(-c2ccccc2)n1C | 1 | 0.021 | 2 | 0.6 | 14 | -43 | -0.1 | 2[20 µM] | 1
CC(=O)Nc1cccc(NC(=O)CCn2c(=O)sc3ccccc32)c1 | 27 | -0.1 | -7 | 1.1 | 0 | 11 | 0.3 | -13[20 µM] | 0
(cont.)
SMILES | Thrombin inh | Cl transport mod | TbHK1 inh | TRPN1 ag | PPC-1+TRAIL kill | Calpain2 inh | TRPML3 ag | Furin inhibitor | EBV gp42 block
Cc1cc(NCc2ccccn2)nc2ccccc12 | 1 | -0.07 | -26 | -1.6 | -19 | 5 | 0.6 | -13[20 µM] | -3
O=c1[nH]cnc2scc(-c3ccc(-c4ccccc4)cc3)c12 | -2 | / | -20 | 1.6 | 58*[5 µM] | -11 | 0.8 | -23[20 µM] | 4
CCOc1ccc(C(=O)N2CCCC2)cc1 | 3 | 0.067 | 0 | 0.8 | 9 | -12 | 0.5 | -17[20 µM] | -12
O=C(O)c1ccc(NS(=O)(=O)c2cc(C(=O)O)ccc2Br)cc1 | 2 | / | -2 | 0.0 | 34 | -31 | 0.9 | -13 | -6
COc1ccc(-c2csc(N3N=C(C)C(C)C3=O)n2)cc1 (stereo not drawn) | -1 | 0.016 | -3 | 0.9 | 23 | -8 | 0.3 | -22 | 9
COc1ccc(C(=O)NCCNC(=O)c2cc(OCC(F)(F)F)ccc2OCC(F)(F)F)cc1 | 9 | 0.92 | -4 | 0.2 | 9 | -8 | 0.3 | -18[20 µM] | -10
COc1ccc(/C=N/Nc2cc(C)nc(N3CCOCC3)n2)c(OC)c1 | -9 | -1.3 | -22 | -1.7 | 2 | -26 | 0.0 | -15 | 30
FC(F)(F)c1cc(-c2ccccc2)nc2ncnn12 | 5 | 1.6 | -16 | -0.9 | 12 | -21 | 0.3 | 0[20 µM] | -5
COc1ccc(N2CCN(Cc3nc4sc(C)c(C)c4c(=O)[nH]3)CC2)cc1 | -8 | 0.12 | 4 | 0.5 | 12 | -16 | 0.9 | -26 | 0

From PubChem
